Assay outcomes as filed in PubChem.
Lipid storage S3: qHTS Assay for Lipid Storage Modulators in Drosophila S3 Cells; Drosophila S3 cells, BODIPY lipid droplet fluorescence, 18-24 h; cells fed with added oleic acid; Potency in µM for hits, for the others lipid storage change, negative = inhibition, % at the top dose, mostly 46.1 µM; 0.64% of 320,000 active; active = well fitted inhibition curve with a large enough effect in the signal ratio, with a control signal flat, not every such curve was filed as active; inconclusive = small, poorly fitted or top-dose-only effect, or effect the other way, or a change in a side signal; the % refers to the signal ratio
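Drosophila S3 cells got compounds at several concentrations plus oleic acid (400 uM solution). Laser-scanning cytometry with 488 nm excitation read lipid droplets at 500-530 nm and cells at 575-640 nm. Percent activity was relative to 20 uM Triacsin C.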
Lipid storage S3 cell count max: second read-out of Lipid storage S3, no call of its own (marks repeat the call); cell number change, %; measured here: cell count max response;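 cells counted by Cell Tracker Red CMTPX staining in the red channel; peak over a dose series mostly up to 46.1 µM; percent activity relative to internal control wells on each plate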
Starred values were filed as active, the others as inactive; i = inactive; ? = inconclusive; nt = not tested or not shown; [ ] = remark or other dose. % is scaled to controls: 0 for no effect and ±100 for the full control effect; potency is read from the fitted curve at half-maximal effect. This is a subset; count on the stated rates, not on these rows.

Fields – Lipid storage S3 | Lipid storage S3 cell count max
CCc1nnc(NC(=O)CSc2nnc(CNC(=O)c3cc(OC)c(OC)c(OC)c3)o2)s1
→ -6.2% | -10.0
Cc1ccsc1/C=C1\Oc2cc(OCC(=O)c3ccccc3)ccc2C1=O
→ ? | nt
Cn1cc(CN2CCCC(CO)(Cc3ccccc3)C2)c2ccccc21 (stereo unspecified)
→ -3.0% | 0.9
Cc1cc(C)c(-c2c(O)c3c(n(C)c2=O)CC(C)(C)CC3=O)c(C)c1
→ 8.0% | -9.8
O=C1NC(c2ccc(Br)cc2)Oc2ccccc21 (stereo unspecified)
→ ? | nt
O=c1c2[nH]c3ccccc3c2ncn1Cc1cccnc1
→ ? | nt
CCC(CO)NCc1ccc(OCC(O)c2ccccc2)c(OC)c1 (stereo unspecified)
→ ? | nt
CCc1nnc(SCC(=O)NC2CC2)n1CC
→ i | -28.2
COc1cc(Br)cc2cc(C(=O)NCC3CCCO3)c(=O)oc12 (stereo unspecified)
→ -0.6% | -2.3
COC(=O)CCCNC(=O)OCc1ccc([N+](=O)[O-])cc1
→ ? | nt
Cc1ccc(C(=O)C(OC(=O)CNC(=O)c2ccc(Cl)cc2)c2ccccc2)cc1 (stereo unspecified)
→ -9.0% | -22.0
CCC1CCC(NC(=O)Nc2cccc(OC)c2)CC1 (stereo unspecified)
→ 7.7% | -0.2
Cc1cccc(C)c1NC(=O)Cn1c(=O)n(CCCC(=O)NCc2ccco2)c(=O)c2sccc21
→ -16.1% | -18.7
Cc1nn(Cc2cccc(C(=O)NCC(C)C)c2)c(C)c1Br
→ 5.2% | -2.8
Fc1ccc(C2CCCN2Cc2nc(Cc3ccccc3F)no2)cc1 (stereo unspecified)
→ -0.1% | -5.4
CCSC1=C(C#N)C(c2ccc(OC)c(OC)c2)CC(=O)N1 (stereo unspecified)
→ i | 0.9
COc1ccc(N=Cc2c(O)c3ccccc3n2C(C)=O)cc1
→ 1.0% | -9.6
O=C1CC(c2ccccc2)CC(O)=C1C=Nc1ccc(Cl)cc1 (stereo unspecified)
→ 2.3% | 7.6
CCOC(=O)C(C)On1c(SC(C)C(=O)OCC)nc2ccccc2c1=O (stereo unspecified)
→ 9.9% | -4.4
O=C1Nc2ccc(Br)cc2/C1=C/c1ccc(C(=O)O)cc1
→ 0.0% | -15.7
CCN1C(=O)c2c(C)nc3ccccc3c2C1=O
→ i | 17.3
COc1ccccc1NC(=O)OC(C)c1ccc(Cl)cc1 (stereo unspecified)
→ ? | nt
Cc1ccc(NC(=O)CSc2nc3[nH]ncc3c(=O)[nH]2)cc1Cl
→ ? | nt
O=C(C[n+]1cc(-c2ccc(Cl)c(Cl)c2)n2c1CCC2)OCc1ccccc1
→ ? | nt
CC(=O)NCCC(=O)Nc1cc(S(=O)(=O)N2CCCCC2)ccc1N1CCCCC1
→ -18.2% | 16.2
CCOC(=O)N1CCN(S(=O)(=O)c2ccc(Br)cc2)CC1
→ i | -2.6
COc1cccc(OC)c1C(=O)Nc1ccccc1N1CCCC1
→ ? | nt
O=C(CSC1=NS(=O)(=O)c2ccccc2N1)c1ccccc1
→ -0.8% | nt
Cc1cc(C)c(C#N)c(N2CCN(c3ccccc3)CC2)n1
→ ? | nt
COc1ccc([C@@H]2[C@@H]3C(=O)N(C(C)(C)C)C(=O)[C@@H]3[C@]3(CC(C)C)C(=O)N(c4cccc(F)c4)C(=O)N23)cc1
→ ? | nt
CCCCN(C(=O)C1=NN(c2ccccc2)C(=O)CC1)c1c(N)n(CC(C)C)c(=O)[nH]c1=O
→ ? | nt
COc1ccccc1NC(=O)C1C2C=CC3(CN(Cc4cccnc4)C(=O)C13)O2 (stereo unspecified)
→ 2.6%[9.22 µM] | -7.6
O=C(Cc1cccs1)Nc1cccc([N+](=O)[O-])c1
→ ? | nt
CCCN(CCC)S(=O)(=O)c1ccc(C)cc1
→ 9.0% | -6.9
Cc1occc1-c1nnc(SCC(=O)N2CC(=O)Nc3ccccc32)n1CC(C)C
→ ? | nt
COc1ccc(CNC(=O)CNC(=O)c2c(C)nn(C)c2Cl)cc1
→ ? | nt
COc1ccccc1NC(=O)COc1ccc(/C=N/NC(=O)CSCc2cc(C)cc(C)c2)cc1
→ ? | nt
CCn1c(Cc2ccccc2)nnc1SCC(=O)N1CCCC1=O
→ -6.8% | -10.2
COc1ccc2c(c1OC)C(=O)NC(C)=C(C(=O)OC(C)(C)C)C2O (stereo unspecified)
→ 14.6µM* | 0.1*
CC(C)N(C(=O)CSc1nnnn1-c1ccc2c(c1)OCO2)C(C)C
→ 4.3% | 19.7
CCn1c(=O)c2c(nc3n2CCCN3CCc2ccccc2)n(C)c1=O
→ i | 26.3
COc1ccc([C@H]2CC(=O)C=C(c3cccc(NC(C)=O)c3)C2)cc1
→ ? | nt
CSCCC(NC(=O)c1ccco1)C(=O)OCC(=O)Nc1ncc(Cl)c(C)c1Cl (stereo unspecified)
→ -25.7% | -15.7
Fc1ccc(/C=C\c2nccc3c2[nH]c2ccccc23)cc1
→ -10.9% | -7.4
C=CCNC(=O)N1CCCC(C(=O)c2cccc(OC(C)C)c2)C1 (stereo unspecified)
→ i | 9.8
COc1ccc(C(=O)NCC(=O)Nc2ccccc2)cc1OC
→ ? | nt
Cc1ccc(C)c(N2CCN(c3ccc([N+](=O)[O-])cn3)CC2)c1
→ i | 14.3
Cc1cccc2nc(-c3ccco3)c(Nc3ccc4c(c3)OCO4)n12
→ 5.2% | -1.0
CCCCCC(=O)N/N=C/c1cc(Br)c(O)c(OC)c1
→ 8.2% | 15.5
COc1ccc([N+](=O)[O-])cc1NC(=O)C(C)Sc1ccc(C)cc1 (stereo unspecified)
→ ? | nt
CCN1CCN(CCOc2ccccc2OCc2ccccc2)CC1
→ 6.0% | 2.6
O=C(Cc1ccc(S(=O)(=O)N2CCCC2)s1)N1CCN(c2ccccc2)CC1
→ ? | nt
O=C(OCc1ccc([N+](=O)[O-])cc1)c1ccccn1
→ ? | nt
COc1ccccc1N1CCN(Cc2ccc(OC)c(OC)c2OC)CC1
→ 1.2% | 14.5
COc1ccccc1CCN1CCCC(CN(C)Cc2ccc(OCCO)cc2)C1 (stereo unspecified)
→ 0.2% | 1.3
CC(C)(C)c1ccc(/C=N/NC(=O)c2ccccn2)cc1
→ 13.5% | 6.3
COc1ccc(OCC(=O)NNC(=O)c2cccc(S(=O)(=O)N(C)C)c2)cc1
→ 2.9% | 8.1
CCN(C(=O)CSc1nc2ccc(OC)cc2[nH]1)c1c(N)n(Cc2ccccc2)c(=O)[nH]c1=O
→ 15.3% | 12.7
c1ccc(C2=Nc3ccccc3NC(c3ccccc3)C2)cc1 (stereo unspecified)
→ ? | nt
CCc1nc2oc(C(=O)c3ccccc3)c(N)c2c2c1COC(C)(C)C2
→ 18.3% | -18.7

(next part)
Fields – Lipid storage S3 | Lipid storage S3 cell count max
Fc1ccccc1CSc1ccc(-c2ccco2)nn1
→ 1.5% | -1.7
O=C(CN1CCOCC1)Nc1ccccc1F
→ ? | nt
Cc1scc(C(=O)NNC(=S)NCc2ccccc2)c1C
→ ? | nt
Cc1ccc2nc(SCC(=O)N3CCC(Cc4ccccc4)CC3)nc(=O)n2c1
→ ? | nt
Cc1ccc(OCC(=O)NNC(=O)C(=O)NC(C)(C)C)cc1
→ ? | nt
COc1ccc(/C=N/Nc2cc(N3CCOCC3)nc(C)n2)c(OC)c1
→ ? | nt
Cc1nc2ccccc2c(=O)n1NCc1cccs1
→ 2.0% | 1.4
CC(C)=NOc1nc(N2CCOCC2)nc(N2CCOCC2)n1
→ -4.1% | 9.2
O=C(Nc1ccc2c(c1)OCO2)C1CCN(C(=O)c2ccc([N+](=O)[O-])cc2)CC1
→ ? | nt
CC(C)Cc1nnc(NC(=O)CN2C(=O)c3ccccc3C2=O)s1
→ ? | nt
COc1ccc(OCCCN2CCCCCC2)cc1
→ ? | nt
Cc1cc(=O)oc2c3c(cc(OCC(=O)Nc4cccnc4)c12)OC(C)(C)CC3
→ 9.1% | 23.9
Cc1ccc(N(C(C)C(=O)Nc2cc(Cl)ccc2Oc2ccccc2)S(C)(=O)=O)cc1 (stereo unspecified)
→ -6.3% | 2.2
COc1ccc(C(=O)N/C(=C\c2cn(S(=O)(=O)N(C)C)c3ccccc23)C(=O)N2CCN(C)CC2)cc1
→ 10.1% | 2.2
Cc1ccc(-c2ccccc2)n1-c1cccc(C(=O)O)c1
→ -10.1% | 13.4
CN(CC(=O)NCc1ccccn1)S(=O)(=O)c1ccccc1
→ ? | nt
O=c1ccn(Cc2ccccc2Cl)cc1
→ 23.2% | -1.1
COCCN(C(=O)CSc1nnc(-c2cccc(C)c2)n1C)c1c(N)n(Cc2ccccc2)c(=O)[nH]c1=O
→ ? | nt
CC(C)(C)n1nnnc1C(c1cccc(C#N)c1)N1CCCCCC1 (stereo unspecified)
→ -1.0% | -13.6
O=C(O)CN1C(=O)C(=O)N(Cc2cccc(F)c2)C1=O
→ ? | nt
CC1(C)CC=C(NNC(=O)c2cccnc2)C(=O)C1
→ ? | nt
Cn1c(=O)n(Cc2ccccc2)c(=O)c2c1nc1n2CCCN1CCc1ccccc1
→ ? | nt
O=C(/C=C/c1cccc(Cl)c1)NNC(=O)c1ccncc1
→ 13.7% | 1.9
O=C(CSc1ncnc2sccc12)Nc1ccccc1
→ ? | nt
COc1ccc(N2CCN(c3c(S(=O)(=O)c4ccccc4)cnc4ccc(OC)cc34)CC2)cc1
→ -3.7% | -6.2
COc1cccc(-c2cc(C(=O)Nc3c(C)nn(Cc4ccccc4C)c3C)no2)c1
→ 9.2% | -1.0
COc1ccc(NC(=O)CSc2ccc3c(c2)OCCO3)cc1OC
→ ? | nt
COc1ccc(OC)c(C2/C(=C(\O)c3ccc4c(c3)OCCO4)C(=O)C(=O)N2CC2CCCO2)c1 (stereo unspecified)
→ ? | nt
Cc1nc(SCC(=O)Nc2cc(C(N)=O)cc(C(N)=O)c2)c2c(C)c(C)sc2n1
→ 5.0% | 1.9
COc1cc(S(=O)(=O)N2CCOCC2)ccc1NC(=O)COC(=O)COc1ccccc1
→ ? | nt
CCC(C)OC(=O)C1=C(C)NC2=C(C(=O)C(C(=O)OC)C(C)C2)C1c1ccc(N(C)C)cc1 (stereo unspecified)
→ ? | nt
NS(=O)(=O)c1cccc2c1c([N+](=O)[O-])cc1nc(O)c(O)nc12
→ ? | nt
CCOc1ccc(OCC)c(NC(=O)CC2Oc3ccc(C)cc3NC2=O)c1 (stereo unspecified)
→ ? | nt
O=C(Cc1c[nH]c2ccccc12)N1CCN(S(=O)(=O)c2cccc(Cl)c2Cl)CC1
→ ? | nt
c1coc(C2Nc3ccccc3-c3nc4ccccc4n32)c1 (stereo unspecified)
→ ? | nt
CN(CC(=O)NCCCN1CCOCC1)S(=O)(=O)c1ccc(F)cc1
→ i | -13.5
Cc1ccc(S(=O)(=O)/N=C(\N)Nc2nc(C)c3cc(C)ccc3n2)cc1
→ 16.2% | 0.4
COc1ccc2oc(=O)c(-c3cn4ccc(C)cc4n3)cc2c1
→ ? | nt
COc1ccc(C(=O)CSc2nc(C)cc(C)n2)cc1[N+](=O)[O-]
→ 6.5% | nt
O=C(Nc1ccc(S(=O)(=O)Nc2ncccn2)cc1)c1cncc(Br)c1
→ 0.5% | 0.8

Entries of single compounds, looked up by structure. Screens in order: Lipid storage S3	Lipid storage S3 cell count max
CC1(C)CC=C(NNC(=O)c2cccnc2)C(=O)C1 in the list: ?	nt
COc1ccc2oc(=O)c(-c3cn4ccc(C)cc4n3)cc2c1 in the list: ?	nt
O=C(CSc1ncnc2sccc12)Nc1ccccc1 in the list: ?	nt
Cc1ccc(S(=O)(=O)/N=C(\N)Nc2nc(C)c3cc(C)ccc3n2)cc1 in the list: 16.2%	0.4

Continued:
Fields – Lipid storage S3 | Lipid storage S3 cell count max
CCC(C(=O)NCCCc1ccccc1)n1nc(C)c2c(C)n(-c3ccccc3)nc2c1=O (stereo unspecified)
→ ? | nt
CSCCC(NS(=O)(=O)c1ccc(C)cc1)C(=O)N1CCN(C(C)=O)CC1 (stereo unspecified)
→ 19.1% | 16.4
Cc1ccc(OCc2cc(C(=O)N3CCCCCCC3)no2)cc1C
→ 7.6% | 10.9
Cc1cc(C(=O)NCc2ccco2)cs1
→ i | 2.0
Cc1ccc2nc(SCC(=O)Nc3c(C)n(C)n(-c4ccccc4)c3=O)[nH]c2c1
→ i | 23.1
COc1ccccc1C(CC(=O)O)c1ccc2c(c1)OCO2 (stereo unspecified)
→ i | -19.6
CCOC(=O)c1[nH]cnc1C(=O)Nc1cccc(Cl)c1
→ ? | nt
COc1ccc(C(=O)NCC(=O)OCC(=O)c2ccc3c(c2)NC(=O)CO3)cc1
→ 4.5% | 15.9
COC(=O)Cc1cc(=O)n(-c2ccccc2)[nH]1
→ i | -3.9
COc1ccc(C(=O)Nc2ccnc(-c3cccnc3)n2)cc1
→ ? | nt
CSCC[C@H](NC(=O)OC(C)(C)C)C(=O)NCC1CCC(C(=O)O)CC1 (stereo partly specified)
→ ? | nt
Cc1ccc(S(=O)(=O)N2CCOCC2)cc1NC(=O)COC(=O)c1cccnc1Cl
→ ? | nt
Cc1cccc(C)c1NC1=NC2(CCCCC2)N=C(N)N1
→ ? | nt
Cc1c(C(=O)NCc2ccccc2CN2CCCC2)oc2c(F)cccc12
→ -12.2% | -13.0
CCN(CC)CCn1c2ccccc2c2cnc(N)c(C#N)c21
→ -17.7% | -20.9
COc1cccc(C2SCC(=O)N2c2ccc(C)cc2)c1OC (stereo unspecified)
→ ? | nt
O=C(NCCC1=CCCCC1)C1CCN(S(=O)(=O)N2CCOCC2)CC1
→ ? | nt
